Diaphorase inh – diaphorase inhibitors and chemical oxidizers, primary screen, counter-screen for diaphorase-coupled primary assays, biochemical, uHTS, resorufin fluorescence; diaphorase resazurin-to-resorufin fluorescence, NADH, 16 min; bacterial (C. kluyveri) enzyme, not human; inhibition, % at 20 µM; 190,000 tested, 0.69% active; AID 1217, 2008;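 active means primary screen inhibition at 20 µM above a set limit, cut at about 50% in these data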;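 further: plate controls were DMSO with full reaction for no effect and wells lacking NADH for full effect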
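Test system: bacterial diaphorase enzyme (C. kluyveri); Quantity: 0.14 U/mL diaphorase, enzyme working solution; Times: reaction incubation of 16 min at room temperature; Measured by: fluorescence of resorufin formed from resazurin, Ex 544/Em 590 nm; Benchmarks: positive control minus NADH, DMSO neutral control.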
PMI act – activators of human PMI, primary screen, biochemical, fluorescence intensity, near-Km mannose 6-phosphate; Mannose-6-phosphate isomerase (Homo sapiens), P34949; purified human PMI, coupled resazurin fluorescence, 20 min; hits give high values; 1 = vehicle control, 0 substrate-free wells; activation factor at 20 µM; 190,000 tested, 0.005% active; AID 1214, 2008;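 active means activation factor of 2 or more at 20 µM, relative to plate controls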
Target sequence (P34949 whole entry, looked up): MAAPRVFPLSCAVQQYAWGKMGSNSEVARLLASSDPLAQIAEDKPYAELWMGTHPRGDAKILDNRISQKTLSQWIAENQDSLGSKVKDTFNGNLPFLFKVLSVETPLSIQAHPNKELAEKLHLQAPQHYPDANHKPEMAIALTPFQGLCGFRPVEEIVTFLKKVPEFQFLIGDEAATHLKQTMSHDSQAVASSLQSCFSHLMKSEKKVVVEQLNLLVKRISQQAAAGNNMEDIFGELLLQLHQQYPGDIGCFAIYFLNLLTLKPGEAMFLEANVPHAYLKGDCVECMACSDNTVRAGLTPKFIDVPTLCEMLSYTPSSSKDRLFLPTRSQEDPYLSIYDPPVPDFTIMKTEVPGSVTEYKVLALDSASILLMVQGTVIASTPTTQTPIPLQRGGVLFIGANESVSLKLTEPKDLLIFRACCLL
TNAP inh no acc – human TNAP enzyme inhibitors, primary screen, biochemical, luminescent, no phosphate acceptor, uHTS; purified TNAP, CDP-star luminescence, 30 min; 200,000 tested, 0.26% active; inhibition, % at 20 µM; Alkaline phosphatase, tissue-nonspecific isozyme (Homo sapiens), P05186;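 active means tissue-nonspecific alkaline phosphatase inhibition above about 50% at 20 µM in the single-dose screen, limit read from the data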;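 further: 0% = DMSO negative control and 100% = EDTA positive control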
Target sequence (P05186 whole entry, looked up): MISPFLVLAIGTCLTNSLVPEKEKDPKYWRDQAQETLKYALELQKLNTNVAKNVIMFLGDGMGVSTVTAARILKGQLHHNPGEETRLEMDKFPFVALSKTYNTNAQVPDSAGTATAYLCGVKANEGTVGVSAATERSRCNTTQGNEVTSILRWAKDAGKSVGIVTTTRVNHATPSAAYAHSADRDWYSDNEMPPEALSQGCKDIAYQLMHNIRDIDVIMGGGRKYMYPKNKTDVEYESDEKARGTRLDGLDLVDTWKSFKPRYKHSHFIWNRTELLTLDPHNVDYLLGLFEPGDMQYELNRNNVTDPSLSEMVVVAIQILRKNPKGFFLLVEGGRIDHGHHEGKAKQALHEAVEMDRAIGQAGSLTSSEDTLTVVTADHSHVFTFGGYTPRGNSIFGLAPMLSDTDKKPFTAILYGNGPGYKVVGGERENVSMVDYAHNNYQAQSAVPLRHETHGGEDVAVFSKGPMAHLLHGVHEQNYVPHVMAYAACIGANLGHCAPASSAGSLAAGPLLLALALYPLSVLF
TNAP act hiacc – TNAP activators at high phosphate acceptor level, primary screen, biochemical, luminescence, uHTS. purified TNAP, CDP-star luminescence, 1 M DEA, 30 min; hits give high values; 0 = EDTA background, 1 = DMSO-only activity. activation factor at 20 µM. 200,000 tested, under 10 active. AID 1136, 2008;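 active means activation factor at least 2 at 20 µM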
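Dosing: 20 µM single point. System: human TNAP. Amount: TNAP 1/800 final. Incubation: 30 min, room temperature. Read-out: TNAP activation factor scaled between EDTA and DMSO control wells. Signal: luminescence from CDP-star hydrolysis. Medium: 1 M DEA, pH 9.8, Mg2+, Zn2+. Control set: EDTA negative control, DMSO positive control.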
L major viab – Leishmania major promastigote growth inhibition, primary screen. Leishmania major promastigotes, resazurin fluorescence viability. inhibition, % at 10 µM. 200,000 tested, 9% active. AID 1063, 2008; in the data active means inhibition above about 50%;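 further: promastigotes grown with compound for 44 hours at 28 °C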
PMI act hi M6P – human PMI activators, high substrate, primary screen, biochemical, fluorescence intensity, near-saturating mannose 6-phosphate | coupled PMI enzyme assay, resazurin fluorescence, 20 min; hits give high values; 1 = untreated enzyme, 0 = substrate-free blank | 190,000 tested, 0.34% active | activation factor at 20 µM;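 active means activation factor of 2 or more at 20 µM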
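Test system: human PMI in coupled enzyme assay; Input: PMI at 15 ng/mL final; Medium: HEPES buffer, pH 7.4; Schedule: 20 min incubation at room temperature; Technique: resorufin fluorescence at Ex 544/Em 590 nm; Compound: 20 µM single dose; Probe or stimulus: Near-saturating mannose-6-phosphate, 1.0 mM.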
TNAP inh hiacc – human TNAP enzyme inhibitors, primary screen, biochemical, luminescent, high phosphate acceptor level, uHTS. purified TNAP, CDP-star luminescence, 1 M DEA. inhibition, % at 20 µM. 200,000 tested, 0.03% active. AID 1135, 2008;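 active means over 50% inhibition of tissue-nonspecific alkaline phosphatase at 20 µM in the single-dose screen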;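 further: plate controls were DMSO wells for no effect and EDTA-quenched wells as full inhibition for full effect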
bIAP activator – bovine intestinal alkaline phosphatase activators, primary screen, biochemical, bovine IAP, CDP-star luminescence. alkaline phosphatase, intestinal [Bos taurus]. purified bovine IAP, 30 min; hits give high values; fold of DMSO-control signal, blank-subtracted. activation factor at 20 µM. 200,000 tested, 0.17% active. AID 1016, 2008;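 active means activation factor of 2 or more at 20 µM, a signal rise over negative controls twice the positive control's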
Diaphorase act – compounds boosting diaphorase resazurin reduction – biochemical, uHTS, resorufin fluorescence, counter-screen for diaphorase-coupled primary assays, primary screen | Diaphorase/resazurin coupled assay, 16 min; hits give high values; 1 = vehicle wells, 0 = NADH-free wells | activation factor at 20 µM | 190,000 tested, 0.005% active;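 active means diaphorase activity raised at least twofold by the compound at 20 µM; inactive means activation factor below 2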
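System – purified diaphorase enzyme from Clostridium kluyveri · Input – enzyme 0.07 U/mL final · Also added – final NADH 0.114 mM, resazurin 0.1 mM · Measured by – fluorescence of resorufin, 544 nm excitation, 590 nm emission · Timing – 16 min enzyme reaction, ambient temperature · Measure – resorufin increase flagging diaphorase activators or reducers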
bIAP inhibitor – bovine intestinal alkaline phosphatase inhibitors, primary screen, selectivity assay for TNAP inhibitor project, biochemical, bovine IAP, CDP-star luminescence; purified bovine IAP, 30 min; inhibition, % at 20 µM; 190,000 tested, under 10 active; AID 1019, 2008;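 active means over 50% inhibition of intestinal alkaline phosphatase at 20 µM in the single-dose screen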
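test system = bovine IAP enzyme | medium = DEA buffer 100 mM, pH 9.8, with MgCl2 1.0 mM, ZnCl2 0.02 mM | detection = luminescence | dosing = single compound dose of 20 µM, 2% DMSO final | incubation = 30 min reaction at room temperature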
Active calls of the source: *; . = not tested or not shown.

The opening 2 records, ahead of the listing:
nr	SMILES	bIAP activator	Diaphorase act	TNAP inh no acc	PMI act hi M6P	Diaphorase inh	bIAP inhibitor	PMI act	TNAP inh hiacc	L major viab	TNAP act hiacc
1	COC(=O)C1SCC2C(=O)N(Cc3ccc(Cl)cc3)CC(=O)N21 (centres undefined)	1.1	0.9	-3.1	1	5.1	-6.3	1	-1.4	-5.1	1
2	CCSc1nc2c(cnn2-c2ccc(C)c(C)c2)c(=O)[nH]1	1	0.9	-12.5	1.1	7.0	-4.5	1	-1.3	2.9	1

All compounds of this part, from the first entry:
nr	SMILES	bIAP activator	Diaphorase act	TNAP inh no acc	PMI act hi M6P	Diaphorase inh	bIAP inhibitor	PMI act	TNAP inh hiacc	L major viab	TNAP act hiacc
1	COC(=O)C1SCC2C(=O)N(Cc3ccc(Cl)cc3)CC(=O)N21 (centres undefined)	1.1	0.9	-3.1	1	5.1	-6.3	1	-1.4	-5.1	1
2	CCSc1nc2c(cnn2-c2ccc(C)c(C)c2)c(=O)[nH]1	1	0.9	-12.5	1.1	7.0	-4.5	1	-1.3	2.9	1
3	Cc1cc(C)cc(OCC(=O)OCC(=O)NCCC2=CCCCC2)c1	1	0.9	-7.8	1	13.0	4.0	1	-4.6	3.3	1
4	COCCN1C(=O)C(=O)/C(=C(/O)c2cccc(OC)c2)C1c1ccco1 (centres undefined)	1	0.8	-8.7	1.2	19.9	1.7	0.8	-2.3	-0.9	1
5	COc1ccc2nc(N/C(N)=N/C(=S)Nc3c(C)cccc3C)nc(C)c2c1	1.1	1.2	-39.7	0.9	-19.6	-5.9	1.1	1.0	28.6	1
6	CN1CCN(c2nc(-c3cccs3)nc3ccccc23)CC1	1	1	-3.1	1	0.8	-0.2	0.9	-5.1	15.4	1.1
7	Cc1oc2c(c1C(=O)Nc1cccc3ccccc13)CCCC2	0.8	0.9	-5.1	1	6.3	19.5	0.9	-6.9	4.8	1.1
8	COc1ccccc1C(=O)O/N=C(\N)c1ccccc1Cl	1.1	1	17.3	1.1	-3.9	-13.9	1	8.6	91.5*	0.9
9	Cc1cc(C)nc(Nc2ccc(C(=O)O)cc2)n1	0.9	0.9	-9.7	1	14.5	6.2	1	0.4	-2.4	1
10	CCOc1cc2c(cc1OCC)C(C(=O)O)C(c1cc(Br)c(O)c(OC)c1)N(C)C2=O (centres undefined)	1.1	0.9	-10.9	0.9	7.2	-7.7	0.9	0.4	-9.5	1
11	CC(=O)Cc1nsc(NC(=O)c2cccs2)n1	1	1.1	-8.3	1	-13.1	-0.8	1.1	-7.5	-2.0	1.1
12	O=C(/C=C/c1ccc(N2CCC(c3ccccc3)=N2)cc1)c1ccccc1	0.7	1	19.5	1.2	-0.5	25.4	1.3	19.8	-13.5	0.8
13	CCOC(=O)c1csc(NNC=O)n1	1	0.9	-11.5	0.9	11.9	-0.2	0.9	1.4	-4.6	1
14	CSc1cccc(NC(=O)C2CCN(C(=O)c3ccccc3C)CC2)c1	1	0.9	-6.0	1	12.6	-2.9	1	0.6	-0.7	1
15	CCc1nnc(NS(=O)(=O)c2ccc(NS(=O)(=O)c3ccccc3)cc2)s1	0.9	0.9	-9.4	1	6.6	12.2	0.9	-2.3	-6.7	1
16	CC1(C)Cc2c(sc3nc(NCCN4CCOCC4)n4ncnc4c23)CO1	1	0.9	-15.3	1	9.4	-2.5	1	-6.9	24.9	1.1
17	COc1ccc(NC(=S)N2CCN(c3ccc([N+](=O)[O-])cc3)CC2)cc1OC	1.1	1	5.5	0.8	-3.4	-7.0	1	14.1	13.1	0.9
18	COCCn1nnnc1C(c1ccccn1)N1CCN(c2cc(Cl)ccc2C)CC1 (centres undefined)	1	0.9	-3.7	1	11.8	-2.1	1	-7.6	-7.3	1.1
19	CC(C)C(NC(=O)CSc1ccc(Cl)cc1)C(C)C	0.9	1	-11.9	0.9	4.9	9.3	1.1	-8.8	1.8	1.1
20	COc1ccc(C(=O)c2nccc3ccccc23)cc1	0.9	0.9	-13.3	1	9.0	6.9	0.9	-2.2	-0.4	1
21	COc1ccccc1-n1cc(-c2ccc(Cl)cc2)[nH]c1=O	1.1	0.9	-1.4	1.1	12.0	-10.8	1.1	2.7	14.0	1
22	COc1ccc(O[C@H]2C=C[C@@H](c3ccccc3)O[C@@H]2COC(=O)CC/C(C)=N/O[C@H](C)c2cn([C@@H]3COC[C@H]3O)nn2)cc1	0.9	0.9	-1.0	1	11.2	8.0	0.9	-1.8	-2.6	1
23	CCOc1ccc(C(=O)N/N=C/c2cccc3cccnc23)cc1	0.9	1.1	20.4	1.3	-7.6	9.1	1.1	-0.2	98.2*	1
24	CCOC(=O)CSc1ccc2nnc(-c3ccncc3)n2n1	1	0.9	-4.4	1	9.1	2.6	1	4.1	-4.2	1
25	Fc1ccc(CN(Cc2ccccc2)C(c2cccs2)c2nnnn2C2CCCCC2)cc1 (centres undefined)	0.6	0.7	-3.0	0.9	26.8	37.3	0.9	-8.2	18.7	1.1
26	COC(=O)c1cc(NS(=O)(=O)c2ccc(NCc3cccnc3)c(N)c2)cc(C(=O)OC)c1	0.9	0.9	-12.8	1	11.2	7.9	0.8	-2.2	-2.8	1
27	COc1ccccc1N(C(C)=O)c1nc(C)cc(C)c1C#N	1	0.9	-3.9	0.9	11.7	-0.8	1	-1.8	-6.8	1
28	CCOC(=O)c1cnc(SCC(=O)Nc2sc(C)c(C)c2C#N)nc1N	0.9	1	-9.1	1	4.5	5.3	1	-2.8	0.2	1
29	Cc1ccc(C)c(NC(=O)C2CC=CCC2C(=O)O)c1 (centres undefined)	0.9	0.9	-14.7	1.1	10.0	7.1	1.1	-6.2	-8.1	1.1
30	COc1ccc(NC(C)=O)cc1NC(=O)CCn1c(=O)sc2ccccc21	0.9	0.6	-8.6	1.1	42.7	6.6	1	-3.6	-1.4	1
31	CC1(C)c2ccccc2N2CC(=O)NC21/C=C/c1ccco1 (centres undefined)	1	0.9	-12.0	1.2	14.4	1.8	1	-2.4	1.1	1
32	Cc1nnc(SCc2cccc(Oc3ccccc3)c2)n1N	1	1	-13.6	1	4.2	4.8	1	-3.3	6.6	1
33	O=c1c2c3c(sc2ncn1Cc1ccc(F)cc1)CCC3	0.6	0.7	-3.0	1.2	27.4	38.0	1	-5.1	1.5	1.1
34	COc1ccccc1OCCN(C#N)c1nc(N(C)C)nc(N(C)C)n1	1	1	-6.8	1.1	-2.4	0.8	1.2	-2.2	7.9	1
35	CN1C(=O)c2oc3ccccc3c(=O)c2C1c1ccncc1 (centres undefined)	1	0.9	-3.9	2.3*	12.1	-1.7	1.6	0.5	.	1
36	COCCNC(=O)C/C(C)=N/NC(=O)C(=O)NC1CCCCC1	1	1.1	-7.3	1	-9.8	-1.4	1.1	-4.9	-11.9	1
37	NC(=O)COc1ccc2c3c(c(=O)oc2c1)CCCCC3	0.9	1	-0.9	0.9	1.6	5.3	0.9	0.9	4.8	1
38	CC(=O)[C@@]1(O)CC[C@H]2[C@@H]3C[C@H](C)C4=CC(=O)CC[C@]4(C)[C@H]3CC[C@@]21C	0.8	0.9	-6.1	1	9.0	19.2	0.9	-1.9	-3.1	1
39	COC(=O)c1c(C)[nH]c(C(=O)N2CCN(c3ccc(OC)cc3)CC2)c1C	1	0.9	0.3	0.9	9.8	0.8	1	-1.0	3.4	1

In the list so far, 2 contain fluorine:
nr	SMILES	bIAP activator	Diaphorase act	TNAP inh no acc	PMI act hi M6P	Diaphorase inh	bIAP inhibitor	PMI act	TNAP inh hiacc	L major viab	TNAP act hiacc
25	Fc1ccc(CN(Cc2ccccc2)C(c2cccs2)c2nnnn2C2CCCCC2)cc1 (centres undefined)	0.6	0.7	-3.0	0.9	26.8	37.3	0.9	-8.2	18.7	1.1
33	O=c1c2c3c(sc2ncn1Cc1ccc(F)cc1)CCC3	0.6	0.7	-3.0	1.2	27.4	38.0	1	-5.1	1.5	1.1

High-throughput results as filed in PubChem.
